# LEDGF integ inh – blocks HIV-1 LEDGF/p75-dependent DNA integration; 370,000 tested, 0.64% active; AID 743269; TR-FRET IN-LEDGF/p75 DNA integration, Eu/Cy5; inhibition, % at 3.7 µM;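 active means inhibition above the screen-wide mean plus 3 SD, cut at about 13% in these data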;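 further: signal is the Cy5 over europium emission ratio at 671 and 618 nm; 0% = plate median of compound wells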
# PG9 Ab binder – binds the HIV-1 gp120 antibody PG9. TR-FRET gp120-PG9 antibody binding. inhibition, % at 6.7 µM. 360,000 tested, 0.43% active. AID 624416; in the data active means inhibition above about 8.5%
# SIAE inh – human SIAE inhibition, primary screen; Q9HAT2; SIAE FP-Rh probe binding, fluorescence polarization; inhibition, % at 9.66 µM; 370,000 tested, 0.69% active;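 active means inhibition above a cutoff: mean of compounds within the control limits plus 3 SD of those, cut at about 17% in these data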;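 further: 0% = plate median of compound wells and 100% = probe without SIAE protein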
# UHRF1 binding – UHRF1 methyl-DNA binding inhibition. inhibition, % at 4.4 µM. Q96T88. 370,000 tested, 0.75% active. AID 687016. UHRF1 binding to methylated oligo, TR-FRET; in the data active means inhibition above about 21%;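 further: UHRF1 SRA domain binding a hemimethylated CpG hairpin DNA probe; 0% = median of test compound wells and 100% = reference inhibitor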
# TDP2 absorb – TDP2 (human) inhibition, absorbance primary screen. O95551. recombinant TDP2, T5PNP hydrolysis, p-nitrophenol absorbance 415 nm. inhibition, % at 12.8 µM. 370,000 tested, 0.34% active;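 active means inhibition above the mean of all tested compounds plus 3 SD, set per campaign, cut at about 25% in these data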;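 further: 0% = DMSO with enzyme and 100% = buffer with substrate but no TDP2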
#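 Read-out basis: percent inhibition. System: recombinant human TDP2. Buffer or medium: Mg2+-containing Tris-HCl buffer, pH 7.5. Repeats: single replicate. Timing: reaction 2 h, 37 °C. Benchmarks: high control without enzyme, low control DMSO plus TDP2. Probe or stimulus: 5 mM T5PNP. Doses: 12.8 µM only. Measured by: epi absorbance of p-nitrophenol freed from T5PNP by hydrolysis.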
# TCR CD3 inh – human TCR-CD3 binding inhibition; TAMRA-labeled TCR probe fluorescence, biochemical; inhibition, % at 9.4 µM; AID 651800; 360,000 tested, 0.37% active; in the data active means inhibition above about 19%;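 further: recombinant mutant TCR 2C K166C tagged with TAMRA read by polarization; 0% = receptor in buffer alone and 100% = receptor with positive control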
# Tn7 DDE FP – inhibitors of Tn7 peptide binding to human fibrin DD(E); P02675; FP displacement of FITC-Tn7 peptide from fibrin DD(E); 0% = median of compound wells per plate; inhibition, % at 8.3 µM; 370,000 tested, 0.13% active; AID 720508;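 active means inhibition above the mean of compounds falling within the control limits plus 3 SD of them, cut at about 14% in these data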;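 further: 0% = plate median of compound wells and 100% = 10 µM Aha-Tn7 peptide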
# Target sequence (P02675 whole entry, looked up): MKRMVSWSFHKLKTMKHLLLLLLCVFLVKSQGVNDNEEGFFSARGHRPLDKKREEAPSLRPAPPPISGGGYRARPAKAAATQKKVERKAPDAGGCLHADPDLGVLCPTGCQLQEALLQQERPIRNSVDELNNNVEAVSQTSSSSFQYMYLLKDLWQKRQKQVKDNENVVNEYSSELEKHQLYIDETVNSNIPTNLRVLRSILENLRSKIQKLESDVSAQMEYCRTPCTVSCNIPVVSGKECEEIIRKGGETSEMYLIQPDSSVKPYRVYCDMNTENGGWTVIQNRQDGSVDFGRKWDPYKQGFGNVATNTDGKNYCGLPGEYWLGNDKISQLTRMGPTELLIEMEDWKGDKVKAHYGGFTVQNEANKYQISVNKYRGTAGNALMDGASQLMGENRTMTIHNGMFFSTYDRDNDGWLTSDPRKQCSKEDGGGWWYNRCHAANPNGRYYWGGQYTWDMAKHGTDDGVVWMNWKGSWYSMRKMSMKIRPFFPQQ
#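 Assay system: Human clot-derived fibrin DD(E) complex | Buffer or medium: Tris/NaCl/CaCl2 buffer, pH 7.8 | Repeats: One replicate per compound | Benchmarks: Aha-Tn7 high control | Measure: % inhibition scaled between sample-field median and high-control FP | Schedule: 10 min plus 3 h, room temperature | Signal: Fluorescence polarization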
# PRMT1 FP inh – PRMT1 (human) inhibition, primary screen | AID 652257 | 370,000 tested, 1.3% active | Q99873 | inhibition, % at 2.79 µM | recombinant PRMT1, activity-based probe fluorescence polarization;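 active means inhibition above about 21% made by adding two undisclosed values, limit read from the data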
# ABHD4 inh – inhibitors of mouse ABHD4; Q8VD66; purified mABHD4, FP-Rh probe fluorescence polarization; inhibition, % at 8.92 µM; 370,000 tested, 0.54% active; AID 720543;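 active means inhibition exceeding the mean over every tested compound plus 3 SD, cut at about 30% in these data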;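 further: 0% = plate median of compound wells and 100% = S159A mutant with DMSO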
#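 Material: mouse ABHD4 enzyme, wild type; Benchmarks: S159A mutant high control, sample median low control; Buffer or medium: HEPES pH 7.0, NaCl, Pluronic buffer; Signal: fluorescence polarization; Read-out: percent inhibition of probe binding, normalized to plate controls; Timing: pre-incubation 45 min, probe exposure 60 min, at 25 °C; Dosing: 8.92 µM, single dose.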
# HTRA1 inh – blocks human HTRA1 serine peptidase. Q92743. recombinant HTRA1, FP-rhodamine activity-based probe, fluorescence polarization. inhibition, % at 5.96 µM. 340,000 tested, 0.5% active. AID 504803; in the data active means inhibition above about 36%;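 further: 0% = enzyme with DMSO and 100% = wells lacking enzyme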
# Target sequence (Q92743 whole entry, looked up): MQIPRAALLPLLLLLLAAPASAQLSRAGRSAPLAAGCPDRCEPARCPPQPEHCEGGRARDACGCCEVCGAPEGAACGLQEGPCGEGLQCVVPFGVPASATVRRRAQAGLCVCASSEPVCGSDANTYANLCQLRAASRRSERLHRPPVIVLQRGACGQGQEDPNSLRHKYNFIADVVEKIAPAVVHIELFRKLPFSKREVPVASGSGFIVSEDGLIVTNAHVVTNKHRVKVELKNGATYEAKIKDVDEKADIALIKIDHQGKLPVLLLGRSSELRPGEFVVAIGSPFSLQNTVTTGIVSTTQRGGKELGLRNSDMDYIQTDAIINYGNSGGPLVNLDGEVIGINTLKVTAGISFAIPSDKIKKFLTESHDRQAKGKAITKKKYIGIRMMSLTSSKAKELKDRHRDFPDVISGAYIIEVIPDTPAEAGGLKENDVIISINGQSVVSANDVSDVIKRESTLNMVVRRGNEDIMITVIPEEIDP
# * marks the source's active call; other numbers are inactive results; nt = not tested or not shown.
SMILES,LEDGF integ inh,PG9 Ab binder,SIAE inh,UHRF1 binding,TDP2 absorb,TCR CD3 inh,Tn7 DDE FP,PRMT1 FP inh,ABHD4 inh,HTRA1 inh
Cc1nc(N)sc1C(=O)N/N=C/c1ccc([N+](=O)[O-])cc1,-1,-2.5,5,-4,1,3,-7,-2,2,nt
CN1CCN(NC(=S)Nc2ccccc2)CC1,-3,-0.5,3,2,10,0,10,2,11,nt
Cc1occc1C(=O)N1CCN(S(C)(=O)=O)CC1,2,-1.6,6,0,0,7,10,0,-4,4
COc1ccc(C)cc1S(=O)(=O)N(C)CC(=O)N1CCCCCC1,-1,0.6,-6,2,-13,-8,6,4,-8,-4
Cc1ccc(S(=O)(=O)N2CCC(C(=O)NNC(=O)c3ccccc3)CC2)cc1,3,-0.7,-2,3,-3,5,-6,-10,2,5
Cc1cccc(C(=O)Nc2scc(-c3ccc(Br)cc3)c2C(=O)O)c1,0,-0.4,12,0,3,-2,-3,-5,-9,-15
CN(C)/C(=N\OC(=O)c1ccccc1)c1nonc1N,-2,1.3,11,-1,4,5,4,-1,0,-3
O=C(NCc1ccccc1)c1c[nH]c2cc3c(cc2c1=O)OCCO3,0,0.1,-4,-3,7,-2,8,-7,-2,-17
CC(NC(=O)CSc1nnc(-c2cc3cc(Cl)ccc3o2)n1C)c1ccccc1 (centres undefined),1,-2.1,0,-2,2,11,0,-4,3,-2
N#CCCN(/N=C/c1cccnc1)C1=NS(=O)(=O)c2ccccc21,3,-0.6,0,-1,4,2,-4,3,3,3
O=[N+]([O-])c1ccc(O)c(CSc2nnnn2-c2ccccc2)c1,-2,-0.6,1,-3,-11,-4,9,2,0,-1
CCn1c(=N)n(CC(=O)c2cccc(OC)c2)c2ccccc21,6,0.9,2,2,-13,-7,-13,5,-1,-5
N#Cc1ccsc1NC(=O)C1CCCN1S(=O)(=O)c1cccs1 (centres undefined),3,-2.8,-8,-4,1,-3,3,-2,6,4
COc1ccc(C(=O)Nc2cc(C)nn2-c2nc3ccccc3[nH]2)c(OC)c1,0,-1.0,-19,-1,3,2,3,-2,-34,-29
Nc1nc(SCC(=O)NCCCO)nc2sc3c(c12)CCC3,2,-2.8,0,-2,6,1,1,-3,2,-2
Cc1ccc(NC(=O)CSc2ccccc2NC(=O)c2ccccc2Cl)cc1Cl,-6,0.0,-1,4,5,-2,7,4,1,-3
CCOc1ccc(C(=O)Nc2nncs2)cc1OCC,-2,0.4,-2,0,-6,1,-1,0,9,1
O=C(CN1CCOCC1)Nc1cc([N+](=O)[O-])ccc1Cl,-6,-0.1,2,1,-10,2,-4,1,-1,-1
CCOc1ccccc1C(=O)Nc1ccc(C(=O)c2ccccc2)cc1,1,1.0,-2,-2,9,6,3,-1,-4,-14
CCC1(c2ccccc2)NC(=O)N(Cc2cccc([N+](=O)[O-])c2)C1=O (centres undefined),-4,-3.0,0,-1,-3,3,-2,1,-1,-11
NNC(=O)CNc1cccc(Cl)c1,-4,-0.9,-1,0,-13,-5,3,4,-6,-2
Cn1nc(C(C)(C)C)cc1NC(=O)Nc1ccc(F)cc1F,-2,-0.9,1,7,-5,2,0,1,6,2
O=C(CSc1nnc(-c2ccc(Cl)cc2)n1-c1ccc(Cl)cc1)N/N=C/c1ccco1,1,-2.9,1,0,7,9,-5,0,-8,-19
CCOC(=O)Cc1csc(NC(=O)NC2(C(F)(F)F)Oc3ccccc3O2)n1,-3,0.5,3,0,-5,-1,3,10,9,2

# Next section (3 carried over from the part before).
SMILES,LEDGF integ inh,PG9 Ab binder,SIAE inh,UHRF1 binding,TDP2 absorb,TCR CD3 inh,Tn7 DDE FP,PRMT1 FP inh,ABHD4 inh,HTRA1 inh
Cn1nc(C(C)(C)C)cc1NC(=O)Nc1ccc(F)cc1F,-2,-0.9,1,7,-5,2,0,1,6,2
O=C(CSc1nnc(-c2ccc(Cl)cc2)n1-c1ccc(Cl)cc1)N/N=C/c1ccco1,1,-2.9,1,0,7,9,-5,0,-8,-19
CCOC(=O)Cc1csc(NC(=O)NC2(C(F)(F)F)Oc3ccccc3O2)n1,-3,0.5,3,0,-5,-1,3,10,9,2
CCCc1cc(C(N)=O)c(NC(=O)c2ccco2)s1,-2,-0.3,1,3,-3,-2,-2,6,-6,-19
C=CCN1C(=O)C(Cc2ccc(OCC)cc2)S/C1=N\N=C\c1cccs1 (centres undefined),3,-2.3,-5,1,-3,0,3,-2,-12,-26
CCC(=O)Nc1ccc(C(=O)Cn2ncc(Cl)c(Cl)c2=O)cc1,8,-1.1,-4,2,17,2,7,1,-1,0
Cc1ccc(C(=O)Nc2ccc(C(=O)N3CCCCC3)cc2)cc1,4,-3.9,0,-2,6,3,-4,-1,-6,0
COc1cc(OC)cc(C(=O)NC(=S)N2CCN(c3ccc(C(F)(F)F)cc3[N+](=O)[O-])CC2)c1,-1,-3.8,-9,1,6,0,1,1,-4,-5
O=C(Nc1ccc2oc(-c3ccccc3F)nc2c1)c1ccccc1F,-1,-0.4,-9,-6,0,10,5,-2,-14,-31
CC(C)C(=O)Nc1cccc(COc2ccccc2CN(Cc2ccccc2)C(=O)OC(C)(C)C)c1,2,-1.8,-15,0,-3,3,-4,4,-24,-45
Cc1ccccc1S(=O)(=O)N(C)C[C@@H]1OCc2cn(nn2)CCCC(=O)N([C@H](C)CO)C[C@H]1C,-1,-0.6,7,1,7,3,8,-1,2,-2
CC(=O)Nc1cccc(C(C)C2=CCCCC2)c1 (centres undefined),4,nt,-2,2,-11,nt,-4,1,-12,nt
Cc1cc(NC(=O)CCC(=O)N(CCC(C)C)CC(=O)NCC2CCCO2)no1 (centres undefined),0,-0.9,0,0,7,0,-6,-2,0,0
COc1ccc(NC(=O)CSc2nncs2)cc1S(=O)(=O)N1CCCCC1,-1,0.5,3,1,7,-3,-6,10,0,0
O=Cc1nccc2ccccc12,-2,0.3,6,-1,7,8,1,-3,-1,-4
O=C1NC[C@H](Cc2ccccc2)N(C[C@@H]2CCCN2C[C@H](Cc2ccc(O)cc2)N2C[C@H](Cc3ccc(O)cc3)N(CCc3ccccc3)C(=O)C2=O)C1=O,-2,-0.7,3,4,0,-2,-6,0,6,nt
COc1cccc(N2CCN(c3c(C#N)c(C(F)(F)F)nn3C)CC2)c1,-2,0.4,5,1,11,-5,-1,2,-7,-2
COc1ccc(NC(=O)C/C(C)=N/NC(=O)c2cccs2)c([N+](=O)[O-])c1,2,-4.8,6,-9,2,-8,-7,-3,-2,2
CCCn1c(=S)[nH]c2cc(C(=O)N3CCN(c4ccccc4OC)CC3)ccc2c1=O,3,-1.6,6,-4,5,2,-1,-2,4,-4
Cc1ccc(Cn2nnc3c(=O)[nH]c(C4CCN(C(=O)Cc5cccs5)CC4)nc32)cc1,-1,0.2,6,2,-16,-6,-8,2,7,-9
CCOc1ccc2[nH]cc(C(=O)NCc3ccc(F)cc3)c(=O)c2c1,4,-1.9,-7,-1,-9,0,-5,-1,-15,-16
COc1ccc2oc(C(=O)NC3CCCCC3)c(C)c2c1,-4,0.5,-3,3,-4,2,2,3,6,-22
Cc1ccccc1NS(=O)(=O)c1cccc2nsnc12,2,-2.7,2,2,-11,3,-4,1,-2,-5
COC(=O)[C@H](C)NC(=O)Nc1ccc(Oc2ccccc2)cc1,2,-0.6,-1,-1,-15,-1,-7,0,-4,-5
COc1ccc(OC)c(Nc2nc(NCc3ccco3)c3ccccc3n2)c1,5,-1.2,18*,-1,2,6,1,-1,15,23
COc1cccc2c1OC1(C)CC2NC(=O)N1c1cccc(C(=O)N2CCN(c3ccccn3)CC2)c1 (centres undefined),1,0.6,-2,2,0,-3,-1,-2,-1,-7
COc1ccc(C2COC(=O)C2=N)c(NC(=O)c2ccccc2)c1 (centres undefined),-2,-0.4,6,0,4,-9,5,1,5,4
COc1ccc(CN2CCN(CC3CC3)CC2CCO)c(C)c1C (centres undefined),4,-1.9,0,1,-2,-10,-2,0,2,-3
O=C(COc1ccc(S(=O)(=O)N2CCCC2)cc1Cl)NCc1ccc2c(c1)OCO2,0,0.5,-7,3,-8,5,-4,1,1,-8
CN(C(=O)Nc1ccccc1)C1CCCCC1,1,-1.3,-6,4,-4,-2,-7,0,-1,-2
Cc1c(C(=O)NCc2ccccc2)sc(=O)n1Cc1ccccc1F,-1,-0.9,-2,0,7,5,6,-4,2,nt
C=CCn1c(C)c(C(C)=O)c(N2CCN(c3ccccc3)CC2)nc1=S,4,1.9,-6,-11,11,7,-10,3,4,9
CN(Cc1ccccc1)C(=O)c1ccccc1NC(=O)c1ccccc1,-2,-1.0,-2,-2,-1,12,6,-6,-1,5
COC(=O)N1CCc2c(sc(NC(=O)C3=COCCO3)c2C#N)C1,0,-1.1,10,-4,14,1,1,-1,3,2
COc1ccc(/C=N/NC(=O)c2ccncc2)cc1CN1CCN(c2ccc(F)cc2)CC1,-5,-0.2,-2,-1,-8,2,5,2,2,-2
CCOC(=O)C(C)(C)Oc1cccc2c1S(=O)(=O)c1ccccc1-2,-3,0.9,7,0,3,5,14*,-1,12,4
Cc1c(C(=O)N2CCN(CC(=O)Nc3ccccc3Cl)CC2)oc2ccc(Br)cc12,-2,0.3,-1,0,-1,-1,-3,5,1,0
Cc1cccc(-n2c(SCc3ccc([N+](=O)[O-])cc3)nnc2-c2c[nH]c3ccccc23)c1,-4,0.8,6,-1,0,5,5,3,3,4
C#CCOC(=O)CCCNc1ccc([N+](=O)[O-])cc1[N+](=O)[O-],2,-1.0,2,-7,-5,4,4,0,-5,-1
Cn1c(CN2CCCCC2)nc2cc(NC(=O)c3cccs3)ccc21,2,0.5,5,2,13,0,2,-3,2,-19
Cc1ccccc1N(CC(=O)N1CCN(Cc2ccccc2)CC1)S(C)(=O)=O,0,-0.5,15,21*,10,-6,3,2,-1,8
CCN(C[C@H]1N[C@@](Cc2ccccc2)(C(=O)OC)[C@H]2C(=O)N(Cc3ccccc3)C(=O)[C@@H]12)C(=O)Nc1ccc(Cl)cc1,4,-0.5,-21,-2,4,-1,4,-4,-14,-27
CN1C(=O)CC(N2CCC(c3nc4ccccc4s3)CC2)C1=O (centres undefined),2,0.3,4,0,7,2,0,3,8,8
COc1ccc(CCNC(=O)CSc2nc(O)c(CCC(C)C)c(=O)[nH]2)cc1OC,3,-2.5,0,0,-2,8,-1,5,3,5
C=CCc1ccc(OCCOCCNCCOC)c(OC)c1,-4,0.5,-5,-1,5,8,5,-1,2,1

# From PubChem BioAssay
